SIAH1 antagonists: Siah-1 peptide-binding antagonists, primary screen, biochemical, fluorescence polarization, rhodamine-plectin, uHTS (AID 1817) | Siah-1 / rhodamine-plectin peptide fluorescence polarization; higher % means a stronger effect | one-dose displacement, % at 20 µM; IC50 in µM for titrated hits | actives 0.02% (n = 290,000);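 active = displacement of at least 50% at 20 µM, with a fluorescence ratio check between 0.3 and a set limit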;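 also: plate controls were Siah plus tracer with DMSO for no effect and tracer alone without Siah for full effect; strong numbers were not always called active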
AID2073: disruptors of CaV2.2 binding to Mint1 – biochemical, HTRF (AID 2073) | actives 0.19% (n = 290,000) | inhibition, % at 20 µM, or IC50 in µM where a hit was titrated | HTRF protein-protein interaction, Mint1-CaV2.2; higher % means a stronger effect; in the data active = inhibition mostly above about 51%, no sharp cut-off; inconclusive = no clear call, values can overlap the other calls; inactive = mostly below about 53%; also: some results filed as inactive read as strong as hits
human PMI inhibitors: MPI inhibition at elevated mannose 6-phosphate – biochemical, fluorescence intensity, high mannose 6-phosphate, primary screen (AID 1220). actives 0.66% (n = 190,000). inhibition, % at 20 µM; hits with a dose series show IC50 in µM. recombinant PMI enzyme, coupled fluorescence intensity; higher % means a stronger effect
P. falciparum M1AAP: P. falciparum M1AAP inhibitors, biochemical, fluorogenic H-Leu-NHMec substrate, 1536-well (AID 1445); recombinant M1AAP, H-Leu-NHMec fluorogenic kinetic assay; higher % means a stronger effect; one-dose inhibition, % at 30 µM; IC50 in µM for titrated hits; actives 0.42% (n = 220,000);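 active = primary inhibition above the hit cutoff, then over 50% inhibition at one or more dose response concentrations, cut at about 23% in these data, passing the limit was not always enough; inconclusive = conflicting primary data, or primary hits not chosen for dose response; inactive = low primary inhibition, or under 50% at every dose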;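 also: plate controls were DMSO full reaction for no effect and no enzyme background for full effect; strong numbers were not always called active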
XIAP displacement: XIAP antagonists, biochemical, IAP family, fluorescence polarization (AID 1018) | XIAP BIR domain, fluorescence polarization peptide displacement; higher % means a stronger effect | actives 0.007% (n = 200,000) | displacement, % at 20 µM, or IC50 in µM where a hit was titrated; in the data active = displacement above about 50%; also: a part of the inactive calls stands beside numbers as strong as those of hits
P. falciparum M17LAP: P. falciparum M17LAP inhibitors, primary screen, biochemical, fluorogenic H-Leu-NHMec substrate, 1536-well (AID 1619). recombinant M17LAP, H-Leu-NHMec fluorogenic kinetic assay; higher % means a stronger effect. inhibition, % at 30 µM, or IC50 in µM where a hit was titrated. actives 0.38% (n = 220,000);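 active = compound inhibiting the enzyme by more than half at any dose during confirmatory dose-response retesting; inconclusive = strong single-dose inhibitors picked by rank but not retested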;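 also: plate controls were full reaction with DMSO carrier for no effect and no enzyme background for full effect; strong numbers were not always called active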
LYP inhibition: PTPN22 lymphoid phosphatase activity blockers – biochemical, fluorescence intensity, uHTS (AID 1779) | recombinant LYP phosphatase, fluorescence intensity; higher % means a stronger effect | actives 0.054% (n = 290,000) | inhibition, % at 11.5 µM, or IC50 in µM where a hit was titrated;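 also: plate controls were vehicle with enzyme for no effect and no enzyme for full effect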
human PMI inhibition: inhibitors of human PMI, primary screen, biochemical, fluorescence intensity, coupled assay (AID 1209). purified PMI enzyme, coupled fluorescence intensity; higher % means a stronger effect. inhibition, % at 20 µM, or IC50 in µM where a hit was titrated. actives 0.42% (n = 190,000);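 also: plate controls were DMSO vehicle for no effect and wells lacking substrate for full effect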
Dynein cargo inh: dynein cargo transport inhibition | 3617.4 mouse cells, GR-EGFP nuclear translocation imaging; test concentration mostly 20 µM; stimulated with dexamethasone, 1 µM; stronger effect = lower value | z-score, hits read low | actives 0.47% (n = 220,000);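 active = plate z-score of nuclear minus cytoplasmic receptor signal below a set negative limit, without overly bright fluorescence or cell loss, cut at about -3.5 in these data, passing the limit was not always enough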;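 also: z-score of nuclear minus cytoplasmic ring GR-EGFP intensity difference per well; some compounds called inactive have numbers as strong as hits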
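Also added: dexamethasone, 1.0 µM final. Medium: tet-free, stripped-serum medium. Detection: fixed, Hoechst-stained cells imaged at 10x for EGFP. Read-out: nuclear-to-cytoplasmic GR-EGFP distribution per well. Times: induction 48 h, compound 1 h, agonist 30 min.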
Dynein cargo inh cytoplasmic EGFP: second read-out of Dynein cargo inh, no call of its own (marks repeat the call); z-score; measured here: cytoplasmic GR-EGFP intensity; stronger effect = higher value
Dynein cargo inh nuclear GR-EGFP: second read-out of Dynein cargo inh, no call of its own (marks repeat the call); z-score; measured here: nuclear GR-EGFP intensity;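 lower value marks the stronger effect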
Dynein cargo inh cell count: also measured in Dynein cargo inh; calls as there; z-score; measured here: cell count per field
Numbers without * were called inactive; ? = inconclusive; · = not tested or not shown. Rule as the data show it, unless noted: active = inhibition above about 50%; inactive = the rest.

SMILES	SIAH1 antagonists	AID2073	human PMI inhibitors	P. falciparum M1AAP	XIAP displacement	P. falciparum M17LAP	LYP inhibition	human PMI inhibition	Dynein cargo inh	Dynein cargo inh cytoplasmic EGFP	Dynein cargo inh nuclear GR-EGFP	Dynein cargo inh cell count
CCC(NC(=O)c1ccc(C#CC2(O)CCCCC2)cc1)C(=O)O (stereo unspecified)	-1%	-10%	-1%	5%	-7.2%	1%	6%	10%	-0.86	-0.24	-0.38	1.2
Cc1cc(C(=O)N2CCN(c3ncccn3)CC2)cs1	-7%	5%	-4%	6%	-4.2%	-5%	-4%	-1%	-1.5	-0.26	-0.79	0.58
C=CCSc1nnc(-c2cc3c(-c4ccccc4)nn(C)c3s2)n1C	3%	-10%	12%	-2%	3.0%	10%	4%	11%	-0.3	-0.22	-0.34	0.23
Cc1onc(-c2c(Cl)cccc2Cl)c1C(=O)NCCCN1CCOCC1	-2%	0%	0%	1%	0.3%	-2%	2%	0%	0.51	-0.18	0.18	1.5
Cc1ccc(C(=O)Nc2ccc(S(=O)(=O)N3CCc4ccccc43)cc2)o1	3%	4%	9%	4%	-5.9%	0%	-4%	14%	0.32	-0.24	0.17	-0.39
COc1ccc(C(O)Cn2c(=N)n(CCCN(C)C)c3ccccc32)cc1 (stereo unspecified)	-2%	4%	9%	2%	-11%	-2%	-10%	11%	0.27	-0.028	0.74	-0.55
CCCC(=O)Nc1nnc(SCC)s1	-4%	2%	1%	-2%	1.1%	-2%	-9%	1%	0.77	-0.23	-0.088	-0.88
Cc1cccc(Cn2nc(C)cc2NC(=O)CCCn2ccc([N+](=O)[O-])n2)c1	3%	9%	7%	6%	-0.2%	4%	-5%	14%	0.045	-0.21	0.064	0.29
COc1cccc(CNC(=O)CN2C(=O)CSc3ccc(S(=O)(=O)N4CCCC4)cc32)c1	2%	-7%	-2%	-2%	-4.6%	1%	-5%	4%	-0.79	-0.26	-0.27	0.32
COc1ccc(CCNC(=O)c2cnc3ccccn3c2=O)cc1	10%	2%	-8%	7%	-3.9%	2%	-1%	-5%	-0.054	0.34	0.95	-0.1
Cc1ccc(Cl)c(OCC(=O)NCc2ccco2)c1	1%	12%	-5%	6%	-1.4%	3%	-2%	6%	-0.8	-0.31	-0.29	0.54
COc1ccc(N2C(=O)C(CC(N)=O)N(NC(=O)CCc3ccccc3)C2=O)cc1 (stereo unspecified)	0%	-7%	-5%	5%	-12%	1%	-3%	-14%	-0.92	-0.13	-0.32	0.89
CCCOc1ccc(-c2csc(N)n2)cc1[N+](=O)[O-]	13%	2%	0%	10%	-2.3%	1%	1%	8%	-1.4	-0.3	-0.99	0.89
O=C(CCCC(=O)n1cnc2ccccc21)n1cnc2ccccc21	-3%	15%	0%	6%	-4.1%	0%	-4%	5%	1.3	-0.2	1.1	-0.048
COc1ccc(NC(=O)CN2C(=O)C(C)SC(C)C2=O)c(OC)c1 (stereo unspecified)	-4%	-3%	4%	5%	-3.8%	27%	-9%	13%	-1.1	-0.25	-0.46	0.26
CC1(C)CC(=O)c2cc(OCC(=O)NCC3CCCO3)ccc2O1 (stereo unspecified)	2%	27%	-8%	4%	-7.1%	-172%	-4%	1%	2.3	0.072	1.6	-2.6
Cc1cccc(OCCSc2nc(N)cc(N)n2)c1	12%	-78%	·	2%	·	0%	-3%	·	-0.42	-0.3	-0.35	0.69
COc1ccc(C(=O)CSc2n[nH]c(=O)[nH]c2=O)cc1	0%	-6%	9%	0%	-14%	-3%	0%	9%	0.27	-0.3	0.44	0.76
O=C(CSc1ccccn1)Nc1ccc2ccccc2c1	0%	14%	12%	4%	-3.0%	8%	-8%	17%	-0.5	-0.2	0.22	0.18
COCCNC(=O)c1cnn2c(C(F)F)cc(-c3ccc(C)cc3)nc12	8%	14%	7%	6%	-2.2%	3%	-4%	12%	-0.5	-0.22	-0.052	0.42
O=C(c1cnc(N2CCN(c3ccccn3)CC2)c2ccccc12)N1CCN(c2cccc(Cl)c2)CC1	5%	?	15%	6%	-4.4%	6%	13%	13%	-0.49	-0.14	-0.19	0.6
O=S1(=O)CC2N=C(N(Cc3c(F)cccc3Cl)c3ccccc3F)SC2C1 (stereo unspecified)	0%	-2%	-6%	6%	·	-24%	-11%	11%	0.3	-0.23	0.05	-0.89
CC(C)NS(=O)(=O)c1ccc(CCC(=O)N2CCCC2)cc1	5%	-4%	-8%	8%	-5.7%	-3%	-6%	-8%	0.037	-0.33	-0.49	1.1
CC(C)(C)NCC1(CO)SC(N)=NC1=O (stereo unspecified)	-7%	-3%	-5%	-1%	-7.0%	-6%	-8%	-12%	-0.22	-0.19	0.096	-0.26
CC(C)OCCCNCc1cccs1	8%	-4%	-6%	7%	-4.9%	-4%	-7%	-4%	-0.55	-0.19	-1.1	0.88

Results in Dynein cargo inh cell count, LYP inhibition and human PMI inhibitors, for some of the entries so far:
canonical_smiles	Dynein cargo inh cell count	LYP inhibition	human PMI inhibitors
COc1ccc(N2C(=O)C(CC(N)=O)N(NC(=O)CCc3ccccc3)C2=O)cc1 (stereo unspecified)	0.89	-3%	-5%
CC(C)OCCCNCc1cccs1	0.88	-7%	-6%

(next part)
SMILES	SIAH1 antagonists	AID2073	human PMI inhibitors	P. falciparum M1AAP	XIAP displacement	P. falciparum M17LAP	LYP inhibition	human PMI inhibition	Dynein cargo inh	Dynein cargo inh cytoplasmic EGFP	Dynein cargo inh nuclear GR-EGFP	Dynein cargo inh cell count
CCOC(=O)C1=C(C)NC(=O)NC1c1cn(-c2ccccc2)nc1-c1cccs1 (stereo unspecified)	0%	2%	10%	8%	0.0%	3%	3%	4%	-0.22	-0.12	0.16	0.38
CCOCCCNS(=O)(=O)c1ccc(NC(=O)c2ccc(OC)c([N+](=O)[O-])c2)cc1	3%	-1%	-5%	-2%	-0.2%	-5%	-2%	1%	2.3	-0.24	1	-1.1
COc1cc(/C=C/c2[nH]c(=O)[nH]c(=O)c2[N+](=O)[O-])ccc1OCCC(C)C	-3%	-22%	14%	7%	-5.0%	22%	0%	-9%	0.42	-0.22	-0.03	0.61
Cc1cc(C)c(Cn2c(=O)n(CCCC(=O)NCc3ccco3)c(=O)c3sccc32)c(C)c1	3%	3%	5%	0%	-4.1%	2%	-5%	5%	0.15	-0.21	-0.08	0.51
CCOC(=S)SCC(=O)Nc1nccs1	6%	-12%	-4%	1%	-5.2%	-1%	1%	6%	-1.7	0.37	-0.89	-0.34
O=C(CN1CCOCC1)NNc1c2ccccc2nc2ccccc12	-6%	-16%	·	1%	·	11%	-6%	·	0.72	-0.24	0.78	-0.52
CCCCCNCC(=O)Nc1cc(C(F)(F)F)ccc1OCCOC	4%	-5%	4%	-4%	-8.6%	1%	-3%	-3%	0.77	-0.27	-0.31	0.77
ONC(=Nc1ccc(Cl)cc1)c1ccccc1	12%	2%	15%	2%	-0.8%	-2%	1%	18%	·	·	·	·
O=C(NNc1nc2ccccc2s1)c1ccc(F)cc1	5%	3%	-3%	-12%	-14%	-4%	-1%	3%	-0.21	0.16	-0.014	0.75
CCn1cc(C(=O)NCc2ccco2)c(=O)c2cc(S(=O)(=O)N3CCCCCC3)ccc21	-5%	-6%	-10%	13%	-1.3%	-3%	1%	0%	-0.74	-0.2	-0.32	0.38
COc1cccc(OCC(O)CN2CCN(c3ccc(Cl)cc3)CC2)c1 (stereo unspecified)	1%	-2%	·	-3%	·	-4%	-7%	·	-0.005	-0.24	0.56	-0.36
Cc1cc(C)nc(NC2=NCC(=O)N2c2ccc3c(c2)OCCO3)n1	3%	10%	16%	-2%	-3.8%	3%	-6%	13%	-1.2	-0.24	-0.29	0.87
Cc1cc(NC(=O)CN(C)C)c([N+](=O)[O-])cc1C	-1%	8%	-7%	6%	-1.9%	-3%	-3%	-3%	-0.64	-0.12	-0.077	0.2
S=c1[nH]nc(-c2ccco2)n1/N=C/c1ccc(Cl)c(Cl)c1	10%	-13%	6%	19%	-5.7%	4%	-2%	10%	-0.075	-0.28	-0.2	0.46
Cc1ccc(C(=O)COC(=O)CNC(=O)c2ccco2)cc1	0%	1%	1%	2%	-1.9%	11%	-11%	0%	0.19	-0.37	0.069	-0.32
CCCOc1ccc(NC(=O)C2CCCNC2=O)cc1 (stereo unspecified)	0%	-4%	15%	3%	-6.4%	15%	-2%	18%	-0.15	-0.23	0.22	0.23
Cc1cc(C)cc(-n2c(C)cc(/C=N/NC(=O)CN(c3c(C)cccc3C)S(C)(=O)=O)c2C)c1	3%	3%	12%	7%	0.9%	8%	3%	21%	-1.2	-0.38	-0.4	0.32
CCOC(=O)c1c(NC(=O)CC(C)C)sc(C(C)=O)c1C	2%	12%	-1%	2%	-13%	1%	-4%	-3%	1.1	-0.23	0.89	-0.21
COc1cc(OC)c(S(=O)(=O)Nc2ccccc2N2CCOCC2)cc1NC(C)=O	-3%	9%	6%	-1%	-8.1%	-4%	0%	4%	0.51	-0.26	0.064	-0.49
O=C(COc1ncnc2c(Cl)cc(Cl)cc12)Nc1cc([N+](=O)[O-])ccc1Cl	3%	-4%	2%	3%	3.8%	0%	-8%	12%	-0.014	-0.16	-0.42	0.31
CC(C)NC(=O)c1ccc2c(=O)n(Cc3ccco3)c(=S)[nH]c2c1	-6%	-4%	-17%	1%	-3.4%	4%	-9%	-19%	-0.92	-0.16	-0.46	0.85
COc1cccc2c(=O)c(C(=O)NCc3cccs3)c[nH]c12	-6%	2%	7%	20%	1.2%	3%	-8%	1%	-0.98	-0.33	-0.14	0.063
CCCNC(=O)CCn1nc(-c2ccc(Cl)cc2)c2ccccc2c1=O	-2%	-12%	·	1%	·	-10%	-12%	·	0.29	-0.15	0.58	0.057
CC12CCC(C(=O)N3CCCCCC3)(OC1=O)C2(C)C (stereo unspecified)	2%	2%	-3%	10%	-2.9%	0%	-5%	-1%	-0.046	0.2	0.11	0.72
CC1=C(C#N)S(=O)(=O)C(C#N)C(c2ccccc2)C1 (stereo unspecified)	-2%	-6%	·	9%	·	4%	-9%	·	-0.62	-0.14	0.12	0.84
CCCCCC(=O)Nc1cccc(C2=NOC3(C2)C[C@H](C(N)=O)N(C(=O)CC#N)C3)c1 (stereo partly specified)	30%	34%	·	7%	·	-2%	-5%	·	0.27	-0.74	0.2	-0.19
